Assay outcomes (PubChem BioAssay)
TcdB inh = TcdB glycohydrolase inhibitors, primary screen, biochemical, single point, plate reader | TcdB glycohydrolase enzymatic assay | inhibition, % at 9.99 µM | 350,000 tested, 0.24% active; in the data active = inhibition above about 10%
* = called active by the depositor; & = joins results of further samples. An excerpt; rates above refer to the full screens.

smiles	TcdB inh
Cc1ccc(S(=O)(=O)N(C)C[C@H]2OCCCC[C@H](C)Oc3ccc(NS(=O)(=O)c4cccs4)cc3C(=O)N([C@H](C)CO)C[C@H]2C)cc1	-1.2
CC(C)CC#Cc1ccc([C@H]2[C@H](CO)N3C(=O)CN(C(=O)Nc4ccc(F)cc4)C[C@@H]23)cc1	0.1
COc1ccc(CNC(=O)C[C@H]2CC[C@H](NC(=O)c3cccc(F)c3)[C@H](CO)O2)cc1	0.8
CN(C)C(=O)C[C@H]1CC[C@H]2[C@H](COc3ccc(NC(=O)C4CCCC4)cc3C(=O)N2C)O1	1.0
O=C(C[C@H]1CC[C@H]2[C@@H](COC[C@@H](O)CN2S(=O)(=O)c2ccccc2)O1)NCc1ccc(-c2ccccc2)cc1	-0.2
O=C(CCN1CCCCC1)N[C@H]1CC[C@H](CCn2cc(-c3ccccc3)nn2)O[C@H]1CO	-2.4
C[C@H](CO)N1C[C@H](C)[C@@H](CN(C)S(=O)(=O)c2cn(C)cn2)Oc2c(NC(=O)C3CCOCC3)cccc2C1=O	0.1
CN(C)CCCNC(=O)C[C@H]1CC[C@@H]2[C@H](COC[C@H](O)CN2CC2CCCCC2)O1	-11

Additional entries follow.
smiles	TcdB inh
C[C@@H]1CN([C@@H](C)CO)C(=O)c2cccc(NC(=O)c3ccncc3)c2O[C@H]1CN(C)Cc1ccc(-c2ccccc2)cc1	0.9
Cc1ccc(S(=O)(=O)Nc2ccc3c(c2)C(=O)N([C@@H](C)CO)C[C@@H](C)[C@@H](CN(C)C)O3)cc1	0.5
COCCNC(=O)C[C@H]1C[C@@H]2c3cc(NC(=O)CN(C)C)ccc3O[C@@H]2[C@@H](CO)O1	-0.9
COc1ccc(NC(=O)Nc2ccc3c(c2)CC(=O)N([C@H](C)CO)C[C@H](C)[C@@H](CN(C)Cc2ccc4c(c2)OCO4)O3)cc1	-5.9
C=CC[C@@]12N=C(c3ccc(OCCCO)cc3)O[C@@H]1c1ccccc1CN(CCS(=O)(=O)c1ccccc1)C2=O	-1.7
CCCC(=O)Nc1ccc2c(c1)OC[C@H](C)N(C(C)=O)C[C@@H](C)[C@H](OC)CN(C)C2=O	-1.1
COCC(=O)N1CC2(C1)[C@H](c1ccc(-c3ccccc3)cc1)[C@H](CO)N2C(=O)COC	0.9
C[C@@H]1CN([C@H](C)CO)C(=O)c2cc(-c3cccc(C(=O)N(C)C)c3)cnc2O[C@H]1CN(C)C	1.7

The results go on:
smiles	TcdB inh
C[C@H]1CN([C@@H](C)CO)C(=O)Cc2cc(NC(=O)c3ccncc3)ccc2O[C@@H]1CN(C)Cc1ccc(Oc2ccccc2)cc1	-1.4
C/C=C/c1ccc2c(c1)O[C@H](CN(C)C(=O)Nc1ccc(F)cc1)[C@@H](C)CN([C@H](C)CO)S2(=O)=O	1.2
CCN(C[C@H]1[C@@H](c2ccccc2)[C@@H](CO)N1CC1CC1)C(=O)c1ccccc1F	1.4
C[C@@H]1CN([C@@H](C)CO)C(=O)c2cc(-c3ccccc3)cnc2O[C@H]1CN(C)C	-0.4
C[C@@H]1CN([C@H](C)CO)C(=O)c2cc(-c3ccncc3)cnc2O[C@@H]1CN(C)C(=O)C1CCCCC1	0.1
Cc1noc(C)c1NC(=O)N(C)C[C@H]1OCCCC[C@H](C)Oc2ccc(NC(=O)c3ccccc3)cc2C(=O)N([C@@H](C)CO)C[C@H]1C	0.3
C[C@H](CO)N1C[C@H](C)[C@H](CN(C)C)OCCCC[C@H](C)Oc2ccc(NS(C)(=O)=O)cc2C1=O	-1.4
CO[C@@H]1CN(C)C(=O)c2cc(NC(C)=O)ccc2OC[C@H](C)N(Cc2cncnc2)C[C@H]1C	-3.7

(continued)
smiles	TcdB inh
Cc1ccc(S(=O)(=O)N(C)C[C@H]2Oc3c(NC(=O)Nc4ccc(F)cc4)cccc3C(=O)N([C@H](C)CO)C[C@@H]2C)cc1	1.5
C[C@@H]1CN([C@@H](C)CO)C(=O)c2cccc(NC(=O)C3CCOCC3)c2O[C@@H]1CN(C)Cc1ccc(Oc2ccccc2)cc1	-0.3
O=C(Cc1cccnc1)N1CCCCN2[C@H](CO)[C@H](c3ccc(C#CC4(O)CCCC4)cc3)[C@@H]2C1	-1.8
O=C(C[C@@H]1CC[C@H](NC(=O)Nc2ccccc2)[C@H](CO)O1)NCc1cccc(F)c1	-0.2
COc1ccccc1S(=O)(=O)N[C@H]1CC[C@@H](CCNC(=O)C2CCCCC2)O[C@H]1CO	0.3
CN(C)CC(=O)Nc1ccc2c(c1)[C@H]1C[C@@H](CC(=O)NC3CCCC3)O[C@H](CO)[C@H]1O2	-1.7
C[C@@H]1CN([C@H](C)CO)C(=O)Cc2cc(NC(=O)CCCCCC(=O)Nc3ccccc3N)ccc2O[C@@H]1CN(C)Cc1ccc(-c2ccccc2)cc1	0.3
COc1ccc(C[C@@H]2CCn3cc(nn3)COC[C@H](Cc3ccccc3)NC2=O)cc1	-1.3

Next part:
smiles	TcdB inh
C[C@@H]1CCCCO[C@@H](CN(C)Cc2ccccc2)[C@@H](C)CN([C@@H](C)CO)C(=O)c2cc(NC(=O)C3CCCCC3)ccc2O1	-0.8
C[C@@H]1CN([C@H](C)CO)C(=O)Cc2cc(NC(=O)Cc3ccccc3)ccc2O[C@@H]1CN(C)Cc1ccc(C(F)(F)F)cc1	0.6
O=S(=O)(c1ccccc1)N1C[C@@H]2N[C@H](C1)C2c1ccc(-c2ccc(F)cc2)cc1 (some centres undefined)	-0.2&0.3
CCCNC(=O)N1[C@H](C#N)[C@H](c2ccc(-c3ccc(C(=O)N(C)C)cc3)cc2)[C@H]1CO	0.6
COc1ccccc1NC(=O)N(C)C[C@@H]1OCc2cn(nn2)CCCC(=O)N([C@@H](C)CO)C[C@@H]1C	-2.2
C[C@@H]1CN([C@@H](C)CO)C(=O)Cc2cc(NC(=O)Nc3ccc(F)cc3)ccc2O[C@@H]1CN(C)C(=O)Nc1ccc(F)cc1	-0.8
CC(=O)Nc1ccc2c(c1)C(=O)N(C)[C@H]1CC[C@@H](CC(=O)Nc3cn(C)nc3C)O[C@@H]1CO2	0.6
N#Cc1cccc(-c2ccc([C@@H]3[C@H]4CN(C(=O)Cc5cccnc5)CCCCN4[C@H]3CO)cc2)c1	0.5

Continued:
smiles	TcdB inh
C[C@@H]1CN([C@H](C)CO)S(=O)(=O)c2ccc(C#CCN(C)C)cc2O[C@@H]1CN(C)S(C)(=O)=O	0.5
COCC#Cc1ccc(CC[C@H]2O[C@H]3CC[C@H](CO)O[C@H]3C[C@H]2n2cc(C3(O)CCCC3)nn2)cc1	-0.9
CO[C@@H]1CN(C)C(=O)c2cc(NS(=O)(=O)c3ccc(Cl)cc3)ccc2OC[C@H](C)N(C)C[C@@H]1C	-0.5
O=C(CC1CC1)N1CC2(C1)[C@H](c1ccccc1)[C@@H](CO)N2Cc1cccc(F)c1	-0.6
C[C@H]1CN([C@@H](C)CO)C(=O)c2cc(NS(C)(=O)=O)ccc2O[C@H]1CN(C)C(=O)Nc1ccccc1	0.7
O=C(C[C@H]1CC[C@@H]2[C@H](COC[C@H](O)CN2C(=O)c2cnccn2)O1)NCc1ccccc1	-0.3
C[C@H](CO)N1C[C@H](C)[C@H](CN(C)Cc2ccccc2)Oc2ccc(NC(=O)Nc3ccccc3)cc2C1=O	-1.8
CO[C@@H]1CC[C@@H]2CCOc3c(C#N)cccc3C(=O)N(C)C[C@@H](OC)[C@@H](C)C(=O)N(C)C[C@H]1O2	-0.6

The list goes on.
smiles	TcdB inh
C[C@@H]1CN([C@@H](C)CO)C(=O)c2cccc(NC(=O)C3CCOCC3)c2O[C@@H]1CN(C)Cc1ccc(-c2ccccc2)cc1	0.1
O=C(N[C@H]1CC[C@H](CCNS(=O)(=O)Cc2ccccc2)O[C@@H]1CO)c1ccc2c(c1)OCO2	-1.4
C[C@@H]1CN([C@H](C)CO)C(=O)c2ccccc2-c2ccccc2CO[C@@H]1CN(C)C(=O)Nc1cccc(C(F)(F)F)c1	0.3
CCC(=O)N(C)C[C@@H]1Oc2cc(-c3ccncc3)ccc2S(=O)(=O)N([C@@H](C)CO)C[C@@H]1C	-0.5
C[C@@H](NC(=O)[C@H]1[C@H](CO)[C@H]2Cn3c(ccc(C4=CCCC4)c3=O)[C@H]2N1C)c1ccccc1	0.6
C[C@H](CO)N1C[C@H](C)[C@@H](CN(C)Cc2ccc(-c3ccccc3)cc2)Oc2ccc(NC(=O)Nc3ccc(F)cc3)cc2CC1=O	-5.0
CCC(=O)N1[C@H](C(=O)OC)[C@@H](CO)[C@@H]2Cn3c(ccc(-c4cccc(F)c4)c3=O)[C@@H]21	-1.1
O=C(c1ccccn1)N1C[C@@H]2N[C@H](C1)C2c1ccc(-c2ccccc2F)cc1 (some centres undefined)	0.1&-0.2

Next part:
smiles	TcdB inh
C[C@@H]1CN([C@@H](C)CO)C(=O)c2cc(NS(=O)(=O)c3ccc(F)cc3)ccc2O[C@@H]1CN(C)S(=O)(=O)c1ccc(Cl)cc1	2.5
C[C@@H]1CN([C@H](C)CO)C(=O)Cc2cc(NC(=O)NC3CCCCC3)ccc2O[C@@H]1CN(C)S(=O)(=O)c1ccccc1	0.1
Cc1ccccc1-c1cnc2c(c1)C(=O)N([C@@H](C)CO)C[C@@H](C)[C@H](CN(C)C(=O)c1cccnc1)O2	1.2
CN(C)C(=O)C[C@H]1CC[C@@H]2[C@H](COC[C@H](O)CN2S(=O)(=O)c2ccccc2Cl)O1	0.3
O=C(C[C@H]1CC[C@@H]2[C@H](COC[C@@H](O)CN2S(=O)(=O)c2ccc(F)cc2)O1)NCCN1CCCCC1	-5.3
COc1ccccc1CN1[C@H](CO)[C@@H](c2ccccc2)C12CN(C(=O)Cc1ccccc1)C2	0.5
O=C(NC[C@H]1CC[C@H]2[C@H](CN2C(=O)C2CC2)O1)c1cnccn1	0.3
COc1ccc(CN(C)C[C@H]2Oc3ccc(NC(=O)CCC(F)(F)F)cc3C(=O)N([C@H](C)CO)C[C@H]2C)cc1	0.0

(list continues)
smiles	TcdB inh
Cc1noc(C)c1S(=O)(=O)Nc1ccc2c(c1)C(=O)N([C@H](C)CO)C[C@H](C)[C@@H](CN(C)S(C)(=O)=O)OCCCC[C@@H](C)O2	0.1
Cc1nn(C)cc1NC(=O)C[C@H]1CC[C@H]2[C@@H](COc3ccc(NC(=O)C4CCOCC4)cc3C(=O)N2C)O1	1.0
Cc1ccc(S(=O)(=O)Nc2ccc3c(c2)C(=O)N([C@@H](C)CO)C[C@@H](C)[C@@H](CN(C)C(=O)NC2CCCCC2)O3)cc1	0.9
O=C(C[C@H]1CC[C@H](NC(=O)c2ccncc2)[C@@H](CO)O1)Nc1ccc(-c2ccccc2)cc1	-0.3
Cc1ccc(S(=O)(=O)N(C)C[C@@H]2OCCCC[C@@H](C)Oc3ccc(NC(=O)Nc4cccc5ccccc45)cc3C(=O)N([C@@H](C)CO)C[C@H]2C)cc1	-1.9
N#C[C@@H]1[C@H](c2ccc(-c3cccc(F)c3)cc2)[C@@H](CO)N1C(=O)c1cccnc1	0.1
COc1ccccc1S(=O)(=O)N[C@@H]1CC[C@H](CCNC(=O)C2CC2)O[C@@H]1CO	0.5
COCC#Cc1ccc([C@H]2[C@@H](CO)N3CCCCN(S(=O)(=O)c4ccccc4C)C[C@H]23)cc1	-0.5

Structures from the list above that contain an aryl methoxy group (eight):
smiles	TcdB inh
COc1ccc(CNC(=O)C[C@H]2CC[C@H](NC(=O)c3cccc(F)c3)[C@H](CO)O2)cc1	0.8
COc1ccc(NC(=O)Nc2ccc3c(c2)CC(=O)N([C@H](C)CO)C[C@H](C)[C@@H](CN(C)Cc2ccc4c(c2)OCO4)O3)cc1	-5.9
COc1ccccc1S(=O)(=O)N[C@H]1CC[C@@H](CCNC(=O)C2CCCCC2)O[C@H]1CO	0.3
COc1ccc(C[C@@H]2CCn3cc(nn3)COC[C@H](Cc3ccccc3)NC2=O)cc1	-1.3
COc1ccccc1NC(=O)N(C)C[C@@H]1OCc2cn(nn2)CCCC(=O)N([C@@H](C)CO)C[C@@H]1C	-2.2
COc1ccccc1CN1[C@H](CO)[C@@H](c2ccccc2)C12CN(C(=O)Cc1ccccc1)C2	0.5
COc1ccc(CN(C)C[C@H]2Oc3ccc(NC(=O)CCC(F)(F)F)cc3C(=O)N([C@H](C)CO)C[C@H]2C)cc1	0.0
COc1ccccc1S(=O)(=O)N[C@@H]1CC[C@H](CCNC(=O)C2CC2)O[C@@H]1CO	0.5

Following part
smiles	TcdB inh
COCC#Cc1ccc([C@@H]2[C@@H](CO)N3C(=O)CN(C(=O)Nc4ccc(F)cc4)C[C@@H]23)cc1	0.9
C[C@H](CO)N1C[C@H](C)[C@H](CN(C)C(=O)Nc2ccc(F)cc2)OCCCC[C@H](C)Oc2ccc(NC(=O)Nc3cccc4ccccc34)cc2C1=O	-1.0
COc1ccc(CN(C)C[C@H]2Oc3c(NC(=O)Nc4ccccc4)cccc3C(=O)N([C@@H](C)CO)C[C@@H]2C)cc1	-2.5
COc1ccccc1NC(=O)N[C@@H]1C=C[C@@H](CC(=O)N2CCC(Cc3ccccc3)CC2)O[C@H]1CO	-15
CC(C)NC(=O)N(C)C[C@H]1OCCCC[C@@H](C)Oc2ccc(NC(=O)NC3CCCCC3)cc2C(=O)N([C@H](C)CO)C[C@H]1C	-0.5
CC(C)NC(=O)Nc1ccc2c(c1)C(=O)N([C@H](C)CO)C[C@@H](C)[C@@H](CN(C)C(=O)CCC(F)(F)F)OCCCC[C@H](C)O2	-3.8
CC(=O)N1CCCCN2[C@H](CO)[C@H](c3ccc(-c4ccccc4)cc3)[C@@H]2C1	-17
Cc1cccc(-c2ccc([C@@H]3[C@@H](CO)N4C(=O)CN(C(=O)c5ccc6c(c5)OCO6)C[C@H]34)cc2)c1	0.9
O=C1CN(Cc2ccc(F)cc2)C[C@@H]2[C@H](c3ccc(-c4ccccc4F)cc3)[C@H](CO)N12	1.1
